Source: PubChem
TEAD-YAP inh: TEAD-YAP interaction inhibition; HEK-TIYL cells, TEAD-Gal4/YAP UAS-luciferase luminescence; inhibition, % at 9.12 µM; 1.4% of 640,000 active; AID 1259422; in the data active = inhibition above about 32%;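 also: 0% = median of test compound wells and 100% = reference inhibitor wells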
MITF inh: blocks human microphthalmia-associated transcription factor; O75030; AlphaScreen MITF homodimerization, bead proximity signal; inhibition, % at 2.6 µM; 0.91% of 650,000 active; AID 1259374; in the data active = inhibition above about 50%;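 also: 0% = vehicle wells with protein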
GPR151 ag: activators of human GPR151 | PathHunter beta-arrestin GPR151 cells, luminescence | activation, % at 11.2 µM | AID 1508602 | 1% of 650,000 active; in the data active = activation above about 4.9%;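 also: 0% = median of compound wells and 100% = cells with positive control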
Target sequence (Q8TDV0 whole entry, looked up): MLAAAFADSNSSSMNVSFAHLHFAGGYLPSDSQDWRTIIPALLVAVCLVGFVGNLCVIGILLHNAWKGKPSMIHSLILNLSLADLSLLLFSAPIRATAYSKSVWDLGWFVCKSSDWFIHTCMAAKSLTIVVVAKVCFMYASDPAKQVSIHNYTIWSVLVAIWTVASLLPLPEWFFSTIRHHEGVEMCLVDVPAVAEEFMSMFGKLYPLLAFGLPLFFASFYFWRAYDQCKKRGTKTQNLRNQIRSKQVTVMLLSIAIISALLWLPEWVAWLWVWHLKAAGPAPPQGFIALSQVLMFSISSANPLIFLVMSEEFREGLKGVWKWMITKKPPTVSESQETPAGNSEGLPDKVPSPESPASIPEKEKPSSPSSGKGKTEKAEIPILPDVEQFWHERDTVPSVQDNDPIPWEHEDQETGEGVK
FBW7 activator: activators of human E3 ligase FBW7 | AlphaScreen FBW7–phospho-cyclin E peptide binding, activator screen | normalized activity (activation), % at 26.1 µM | 0.13% of 650,000 active; in the data active = normalized activity above about 1.9%;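 also: purified mutant Fbw7 with reduced substrate affinity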
* hit, by the source's call; nt = not tested or not shown.

SMILES	TEAD-YAP inh	MITF inh	GPR151 ag	FBW7 activator
O=c1[nH]c(N2CCCC2)nc2c1CCN(CC1=Cc3ccccc3OC1)C2	9	20	-0.5	-0.1
NC(=O)CN(Cc1ccccc1)S(=O)(=O)c1ccc(Cl)cc1	3	12	-0.1	0.0
Cc1ccc(O)c(C2=Nc3ccccc3N=C(c3cccs3)C2)c1	1	-7	1.1	0.0
CN(C)S(=O)(=O)c1ccc(N2C(=O)c3ccccc3C2=O)cc1	6	-1	3.0	0.2
Cc1cnc(N2CCc3ccccc3C2)nc1NCCO	-4	-1	-0.6	-0.1
Cc1ccc(C#N)c(SC(C(=O)O)c2ccccc2)n1 (centres undefined)	-27	9	1.1	0.1
CCOC(=O)c1ccc(Nc2c([N+](=O)[O-])c(=O)oc3ccccc23)cc1	11	3	-0.2	0.0
COc1cc(Br)c(/C=C(\C#N)c2nn(-c3ccccc3)c(N)c2C#N)cc1OC	-22	-2	0.3	-0.1
Cc1ccccc1CSc1nncn1C	6	4	-0.1	0.3
Cc1ccc(N2CC(CNC(=O)NC3CCCCC3)OC2=O)cc1 (centres undefined)	12	6	-0.5	0.2
Cc1ccc2nc(Oc3ccccc3)nc(-c3ccccc3)c2c1	-15	-13	-0.7	0.1
CCCC(c1nnnn1Cc1ccco1)N1CCN(CC)CC1 (centres undefined)	1	12	0.5	0.5
CN(Cc1ccccc1)CC(O)COc1ccc(CNC2CC2)cc1 (centres undefined)	7	-14	1.1	0.0
COCCNC(=O)Cn1nc(-c2ccc(F)cc2)ccc1=O	-13	1	-0.1	0.2
O=C(/C=C/c1cccs1)OCc1ccc2c(c1)OCO2	-16	-8	-0.9	0.1
COc1ccccc1-c1c(C(F)(F)F)oc2cc(OCC(=O)OC(C)C)ccc2c1=O	17	-6	1.2	-0.1
COc1ccc(S(=O)(=O)NCC2CCCN(Cc3ccon3)C2)cc1 (centres undefined)	4	-3	2.2	-0.1
COc1ccc(OCc2nn3c(-c4cccc(Cl)c4)nnc3s2)cc1	4	0	0.9	0.2
O=C(NCC1Cc2cccc(-c3ccccc3C(F)(F)F)c2O1)c1cn[nH]c1 (centres undefined)	6	12	0.1	0.3
O=[N+]([O-])c1ccc(OCC(O)CN2CCCCC2)cc1 (centres undefined)	-1	29	0.5	0.4
CCC(C)(C)NC(=O)CN(C(=O)C(=O)Nc1ccc2c(c1)OCCO2)C(C)C	-9	-4	0.2	-0.1
C=CCn1nc([N+](=O)[O-])nc1Sc1cccc2cccnc12	21	-1	-1.2	-0.5
O=C(O)c1cccc(S(=O)(=O)Nc2ccccc2)c1	0	-12	0.2	-0.2
O=C(NCC(c1ccco1)S(=O)(=O)c1cccs1)c1c(F)cccc1F (centres undefined)	1	8	1.1	0.5
Nc1ccc(Cl)cc1-c1nc2ccccc2[nH]1	-40	0	0.3	0.3
Cc1nnc(SCC(=O)Nc2nccs2)n1-n1cccc1	-3	-10	0.8	0.1
C/C(=N\N1CCOCC1)c1ccc(-n2ccnc2)cc1	-3	76*	-0.1	-0.1
O=C(N1CCCCC1)N1CCN(C(c2ccccc2)c2ccccc2)CC1	-7	1	0.0	0.0
Cc1ccc(C(=O)NC(=S)NCCc2ccccc2)cc1	-34	-10	0.4	0.0
O=c1c2cc3c(=O)n(CCCO)c(=O)c3cc2c(=O)n1CCCO	-2	6	1.8	-0.1
COc1ccc(-c2ccccc2NC(=O)C2CCCN(Cc3ccon3)C2)cc1 (centres undefined)	-4	-6	0.7	-0.1
C/C=C/COC(=O)C1=C(C)NC(=O)NC1c1ccc(Cl)c(Cl)c1 (centres undefined)	-2	1	0.9	0.1
COc1cc(C2C(C(C)=O)=C(O)C(=O)N2CC(=O)O)ccc1O (centres undefined)	1	10	-1.0	0.1
CCOC(=O)C1=C(N)N(c2cccc([N+](=O)[O-])c2)C2=C(C(=O)CC(C)(C)C2)C1c1ccc(Cl)cc1 (centres undefined)	2	16	-1.6	0.5
COc1cccc(C(=O)NC(=O)c2oc3ccccc3c2C(N)=O)c1OC	15	10	0.8	0.4
Cc1ccc(C)c(NC(=O)c2cc(S(=O)(=O)N3CCN(c4cccc(C)c4C)CC3)ccc2F)c1	3	12	3.0	0.0
COCCn1c(SCC(=O)Nc2ccc(Cl)cc2)nc2c(c1=O)SC(C)C2 (centres undefined)	-32	10	0.3	-0.1
COc1ccc(CC(=O)Nc2ccc(-c3n[nH]c(=S)s3)cc2)cc1	-17	11	1.1	0.0
COc1cccc(NC(=O)N2CCC(NC(=O)Nc3ccccc3-c3ccccc3)CC2)c1	-7	9	-0.3	0.1
O=C(Nc1ccc(N2CCOCC2)c(Cl)c1)c1ccc(Br)o1	-54	17	0.0	-0.1
CCOc1ccc(-n2nc(C(=O)NCCCN3CCCCC3CC)c3ccccc3c2=O)cc1 (centres undefined)	-1	5	-0.8	0.0
CN(C)c1nc2c(c(=O)n(C)c(=O)n2C)n1CCSc1nc2ccccc2s1	-1	-8	1.8	0.1
CC1CCCCN1S(=O)(=O)c1cc(Br)cc2c1N(C(=O)C1CC1)CC2 (centres undefined)	-10	8	0.4	0.5
O=C(Nc1ccc(Oc2ccccc2)cc1)C1CC1	-38	-14	-1.1	0.1
O=[N+]([O-])c1c(N2CCc3ccccc3C2)n[nH]c1-c1nnco1	-7	-5	-0.2	-0.2

Sorted by SMILES length (highest first): 5 of the compounds above
SMILES	TEAD-YAP inh	MITF inh	GPR151 ag	FBW7 activator
CCOC(=O)c1ccc(Nc2c([N+](=O)[O-])c(=O)oc3ccccc23)cc1	11	3	-0.2	0.0
COc1cc(C2C(C(C)=O)=C(O)C(=O)N2CC(=O)O)ccc1O (centres undefined)	1	10	-1.0	0.1
COc1ccc(S(=O)(=O)NCC2CCCN(Cc3ccon3)C2)cc1 (centres undefined)	4	-3	2.2	-0.1
CN(Cc1ccccc1)CC(O)COc1ccc(CNC2CC2)cc1 (centres undefined)	7	-14	1.1	0.0
CCCC(c1nnnn1Cc1ccco1)N1CCN(CC)CC1 (centres undefined)	1	12	0.5	0.5

Continuation.
SMILES	TEAD-YAP inh	MITF inh	GPR151 ag	FBW7 activator
Cn1c(CN2CCC(C(=O)Nc3ccc(-n4cccn4)cc3)CC2)nc2ccccc21	1	-5	2.6	0.0
CC1(C)O[C@@H]2C[C@H]3[C@@H]4C[C@H](F)C5=CC(=O)CC[C@]5(C)[C@H]4[C@@H](O)C[C@]3(C)[C@]2(C(=O)CO)O1	nt	0	2.5	0.3
O=C(Nc1ccc(N2CCOCC2)cc1)c1cccc(-n2nccc2NC(=O)c2ccncc2)c1	7	3	1.6	-0.1
O=C1N/C(=C/c2ccc(Cl)cc2Cl)C(=O)N1c1ccccc1	3	-1	2.1	-0.1
COc1cc(CNc2ccc3ncc(-c4ccc5[nH]ccc5c4)n3n2)cc(OC)c1OC	7	-8	-0.8	0.1
N#C/C(=C\c1ccc(Cl)c(Cl)c1)C(=O)NCc1ccco1	3	1	-0.4	-0.1
CCOC(=O)c1nnn(-c2nonc2N)c1CN(C)Cc1ccccc1	3	-3	-0.6	0.0
O=C(CO)N/N=C/c1ccc(Cl)cc1	18	6	-1.1	0.3
Cc1ccc(C)n1-c1ccccc1CNC(=O)c1ccc(F)cc1	2	-11	-1.9	0.1
CN(CCN(C)/N=C/c1cc([N+](=O)[O-])ccc1O)/N=C/c1cc([N+](=O)[O-])ccc1O	0	13	1.2	-0.1
CCOC(=O)C1CCCN(CC2CC=CCC2)C1 (centres undefined)	5	45	0.8	0.4
O=C(O)COc1ccc2c(c1)C(=NO)c1cc(OCC(=O)O)ccc1-2	6	3	2.3	0.0
CCOC(=O)COc1cc(C)cc2oc(=O)c(C)c(C)c12	5	-8	-0.3	-0.2
COc1ccnc(N2CCN(c3ccc4cccc(-c5cccs5)c4n3)CC2)n1	1	-5	3.6	0.7
COC(=O)c1ccccc1NC(=O)c1cc([N+](=O)[O-])ccc1Cl	-6	13	0.1	0.0
CS(=O)(=O)N(CC(=O)N1CCOCC1)c1ccc(I)cc1	3	3	2.2	-0.1
COc1ccc2c(c1)C=C(CN1CCN(C3CCCC3)C(CCO)C1)CO2 (centres undefined)	13	-2	0.0	-0.1
CC(C)CC(=O)Nc1cccc(NC(=O)CC(C)C)n1	8	7	2.3	0.2
COc1ccccc1CN=C1NS(=O)(=O)C(c2ccc(C)cc2)=C1C	-6	0	-0.6	0.9
Cc1ccc2c(c1)nnn2C1CCN(S(=O)(=O)c2ccccc2Cl)CC1	1	0	0.7	-0.1
CCCCNC(=O)C(CC)Sc1nc2ccccc2c(=O)n1CC1COc2ccccc2O1 (centres undefined)	-1	9	0.4	0.6
CC(C)(C)C(=O)Nc1nnc(-c2ccc(Br)cc2)s1	-45	2	-0.8	-0.1
CCS(=O)(=O)N1CCC(N2CCCC2)CC1	-1	31	0.2	0.1
COc1ccc(-n2nnnc2SCc2csc(Nc3ccc(C)cc3)n2)cc1	9	-1	-0.1	0.2
CCOc1cccc(OCCN2CC(C)OC(C)C2)c1 (centres undefined)	-6	53*	0.5	-0.4
CC1=C(C(=O)Nc2ccccn2)C(c2ccc(O)cc2)n2ncnc2N1 (centres undefined)	-36	0	0.1	-0.1
O=C(/C=C/c1cccc(N2C(=O)C3C4C=CC(C4)C3C2=O)c1)c1ccccc1 (centres undefined)	6	-6	-0.1	-0.1
Cc1ccc(-n2cc(C(=O)NC3CCCCC3)c3ccccc3c2=O)cc1C	6	7	2.9	-0.1
CN1CCN(c2ccc(-c3ncc(C(=O)NCCOc4ccccc4)s3)cc2)CC1	-32	9	-4.8	0.3
O=C1Cc2cc(S(=O)(=O)NC3CCCCCC3)cc3c2N1CCC3	-3	11	1.2	0.9

A section from the list above, as a working copy:
SMILES	TEAD-YAP inh	MITF inh	GPR151 ag	FBW7 activator
O=C(/C=C/c1cccc(N2C(=O)C3C4C=CC(C4)C3C2=O)c1)c1ccccc1 (centres undefined)	6	-6	-0.1	-0.1
Cc1ccc(-n2cc(C(=O)NC3CCCCC3)c3ccccc3c2=O)cc1C	6	7	2.9	-0.1
CN1CCN(c2ccc(-c3ncc(C(=O)NCCOc4ccccc4)s3)cc2)CC1	-32	9	-4.8	0.3
O=C1Cc2cc(S(=O)(=O)NC3CCCCCC3)cc3c2N1CCC3	-3	11	1.2	0.9

New compounds follow:
SMILES	TEAD-YAP inh	MITF inh	GPR151 ag	FBW7 activator
CCOC(=O)N1CCC(Nc2ccc(C(=O)N3CC4CC(C3)c3cccc(=O)n3C4)cc2[N+](=O)[O-])CC1 (centres undefined)	6	-4	1.1	0.0
CN(CC(=O)NC1CCCCCC1)S(=O)(=O)c1ccccc1	-14	7	8.6*	0.0
CCCC1=NN2C(=N)/C(=C/c3ccc(OCc4ccccc4C#N)c(OCC)c3)C(=O)N=C2S1	-1	10	1.6	0.3
CC(C)N(CCNC(=O)c1cnc(Nc2nc3ccccc3n2C)s1)C(C)C	9	1	0.0	-0.4
O=C(N/N=C/c1ccccc1)c1cc(C2CC2)[nH]n1	-39	11	-1.2	0.1

Profiles as entered above. Order of values: TEAD-YAP inh, MITF inh, GPR151 ag, FBW7 activator
Entry for O=C(/C=C/c1cccs1)OCc1ccc2c(c1)OCO2 → -16, -8, -0.9, 0.1
Entry for CC1CCCCN1S(=O)(=O)c1cc(Br)cc2c1N(C(=O)C1CC1)CC2 (centres undefined) → -10, 8, 0.4, 0.5
